Screening data from PubChem BioAssay.
S1P4 ag = S1P4 receptor agonists, primary screen, cell-based; AID 1509, 2009; activation, % at 4.98 µM; actives 0.35% (n = 220,000); Sphingosine 1-phosphate receptor 4 (Homo sapiens), O95977; S1P4-expressing cell line, agonist reporter assay; in the data active means activation above about 11%;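 further: 0% = DMSO vehicle and 100% = reference agonist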
BaF3 tox = parental Ba/F3 cell viability inhibition, counter-screen for JAK2V617F inhibitor project, murine pro-B, CellTiter-Glo luminescence; CellTiter-Glo ATP luminescence; inhibition, % at 5.6 µM; actives 1.1% (n = 220,000); AID 1486, 2009;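 active means inhibition above a per-campaign cutoff, the mean inhibition of all tested compounds plus 3 SD, cut at about 27% in these data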;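 further: 0% = DMSO wells and 100% = JAK Inhibitor I control wells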
Ba/F3 V617F tox = reduced viability of JAK2V617F-dependent Ba/F3 cells, primary screen, JAK2V617F inhibitor project, cell-based, Ba/F3 EpoR-JAK2V617F, luminescence. ATP luminescence. inhibition, % at 5.6 µM. actives 1.1% (n = 220,000). AID 1446, 2008;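 active means inhibition above the campaign mean plus 3 SD over all tested compounds, cut at about 24% in these data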;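 further: cytokine-independent growth of Ba/F3 cells driven by EpoR plus mutant JAK2; 0% = DMSO-treated cells and 100% = JAK inhibitor I control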
NPY2 pot ag = NPY-Y2 potentiators or agonists, primary screen, cell-based; actives 0.45% (n = 220,000); Neuropeptide Y receptor type 2 (Homo sapiens), P49146; cells expressing NPY-Y2, potentiator/agonist read-out; activation, % at 3.6 µM; in the data active means activation above about 27%;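 further: cells stimulated with NPY near EC25 plus isoproterenol at EC100; 0% = vehicle plus submaximal agonist and 100% = vehicle plus saturating agonist; some results beyond the cut were filed as inactive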
NPY1 pot ag = NPY-Y1 receptor potentiators or agonists, primary screen, cell-based; NPY-Y1 expressing cells, potentiator/agonist activation; activation, % at 3.6 µM; actives 0.37% (n = 220,000); AID 1304, 2008; in the data active means activation above about 33%, passing the limit was not always enough;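 further: cells stimulated with NPY at EC10 then isoproterenol at EC100; 0% = low agonist plus stimulus and 100% = saturating agonist plus stimulus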
NPY-Y1 antag = NPY-Y1 receptor antagonists, primary screen, cell-based; HEK293-CNG Y1 cells, membrane potential fluorescence; NPY at EC95, then isoproterenol; inhibition, % at 3.6 µM; actives 1% (n = 200,000);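 active means inhibition above the campaign mean inhibition of all tested compounds plus 3 SD, cut at about 20% in these data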;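 further: 0% = DMSO wells given NPY plus isoproterenol and 100% = isoproterenol alone without NPY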
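Material: HEK293 cells with Y1 receptor plus CNG channel; times: compound incubation 1 h at room temperature, readout 45 min post-stimulation; signal: fluorescence, membrane potential probe; read-out basis: fluorescence ratio normalized to % inhibition between controls; benchmarks: full-block control isoproterenol-only wells, zero-block control NPY plus isoproterenol wells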
S1P4 antagonist = S1P4 receptor antagonists, primary screen, cell-based; Sphingosine 1-phosphate receptor 4 (Homo sapiens), O95977; actives 0.26% (n = 220,000); S1P4-expressing cells, antagonist mode, reporter read-out; inhibition, % at 4.98 µM; in the data active means inhibition above about 29%;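 further: 0% = wells stimulated with agonist and 100% = vehicle wells without agonist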
RBBP9 inhibitor = human RBBP9 inhibitors, primary screen, biochemical, fluorescence polarization, FP-Rh probe, HTS | AID 1515, 2009 | actives 0.2% (n = 220,000) | inhibition, % at 7.94 µM | Serine hydrolase RBBP9 (Homo sapiens), O75884 | recombinant RBBP9;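 active means inhibition above the campaign mean of all tested compounds plus 3 SD, cut at about 14% in these data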;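 further: plate controls were DMSO wells with RBBP9 for no effect and wells lacking RBBP9 protein for full effect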
Target sequence (O75884 whole entry, looked up): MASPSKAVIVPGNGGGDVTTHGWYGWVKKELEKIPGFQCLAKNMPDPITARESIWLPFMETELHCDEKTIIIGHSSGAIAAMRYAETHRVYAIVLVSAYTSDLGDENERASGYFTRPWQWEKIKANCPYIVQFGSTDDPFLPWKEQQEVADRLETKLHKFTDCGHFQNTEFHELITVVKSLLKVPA
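system = RBBP9 protein | input = RBBP9 at 2.5 µM in dispensed solution, before mixing | measured by = fluorescence polarization (mP), excitation 525 nm, emission 598 nm | incubation = enzyme-compound preincubation 30 min, then probe labeling 45 min, 25 °C | buffer or medium = Tris-NaCl-Pluronic buffer, pH 8.0 | compound = single dose 7.94 µM | also added = FP-Rh probe, 375 nM dispensing solution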
Runt-CBFb FRET = inhibitors of RUNX1 Runt–CBFb binding, primary screen, biochemical, FRET, Cerulean-Runt, Venus-CBFb, uHTS. actives 0.46% (n = 220,000). Cerulean-Runt/Venus-CBFb FRET ratio 530/480, 1 h. inhibition, % at 20 µM. Runt-related transcription factor 1 (Homo sapiens) + Core-binding factor subunit beta …;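 active means inhibition over about 50% at 20 µM in the single-dose screen, limit read from the data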;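 further: 0% = DMSO wells and 100% = excess unlabeled CBFb competitor control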
Target sequence (Q01196 whole entry, looked up): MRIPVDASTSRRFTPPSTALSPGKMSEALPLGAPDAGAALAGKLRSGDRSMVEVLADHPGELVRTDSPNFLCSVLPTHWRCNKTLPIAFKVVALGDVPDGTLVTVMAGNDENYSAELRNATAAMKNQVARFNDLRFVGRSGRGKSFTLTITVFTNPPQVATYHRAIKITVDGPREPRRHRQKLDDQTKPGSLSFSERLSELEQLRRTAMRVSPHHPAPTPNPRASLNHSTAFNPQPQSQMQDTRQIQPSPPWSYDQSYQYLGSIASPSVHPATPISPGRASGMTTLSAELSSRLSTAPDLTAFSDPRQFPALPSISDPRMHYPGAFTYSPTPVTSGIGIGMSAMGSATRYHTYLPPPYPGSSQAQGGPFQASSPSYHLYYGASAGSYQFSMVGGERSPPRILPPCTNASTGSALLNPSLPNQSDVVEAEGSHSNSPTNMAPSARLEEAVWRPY
Target sequence (Q13951 whole entry, looked up): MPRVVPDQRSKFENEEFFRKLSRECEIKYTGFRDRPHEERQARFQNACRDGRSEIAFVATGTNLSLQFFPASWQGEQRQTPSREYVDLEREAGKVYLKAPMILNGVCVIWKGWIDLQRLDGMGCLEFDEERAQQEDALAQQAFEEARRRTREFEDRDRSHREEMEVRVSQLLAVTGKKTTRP
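Assay system: Cerulean-Runt domain / Medium: Tris 50 mM pH 7.5, KCl, K2SO4, 0.01% BSA / Timing: protein complex preformed 1 h, compound exposure 1 h, room temperature, dark / Measured by: FRET, excitation 422 nm, emission at 530 and 480 nm / Evaluation: loss of energy transfer signal / Control set: 5 µM unlabeled CBFb as full-inhibition high control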
* hit, by the source's call; x = no result given.

SMILES | S1P4 ag | BaF3 tox | Ba/F3 V617F tox | NPY2 pot ag | NPY1 pot ag | NPY-Y1 antag | S1P4 antagonist | RBBP9 inhibitor | Runt-CBFb FRET
O=C(/C=C/c1ccc(Cl)c(Cl)c1)NC1=NCCS1 | 0.5 | 6 | -1 | -12 | -3 | 10 | 4 | -7 | -2
CCc1ccc(NC(=S)NC2CC3CCCC(C2)N3Cc2ccccc2)cc1 (centres undefined) | -2.0 | 4 | 2 | -7 | -28 | 11 | 19 | -8 | 2
OC(CNCc1ccc2c(c1)OCO2)COc1ccccc1 (centres undefined) | -1.0 | 4 | -3 | -8 | 34 | x | -4 | 1 | 1
Cc1ccc(S(=O)(=O)N2CCOCC2)cc1C(=O)N1CCN(S(=O)(=O)c2cccs2)CC1 | -0.2 | -13 | -4 | 8 | 9 | x | -1 | 2 | 2
Cc1ccc(-c2[nH]nc3c2C(c2cccnc2)C(C#N)=C(N)O3)cc1 (centres undefined) | 1.1 | 0 | 0 | 16 | 18 | -4 | 5 | -1 | x
C=CCN(CC=C)C(=O)CCc1nnc(CCc2c[nH]c3ccccc23)o1 | 1.2 | 0 | -2 | -14 | -1 | 0 | 6 | -7 | -3
Cc1cc(C)nc(SCc2ccc(C(=O)N/N=C/c3cccnc3)cc2)n1 | -0.8 | -3 | -4 | -6 | -5 | 1 | -5 | -6 | -2
O=C(Nc1ccc(S(=O)(=O)Nc2nccs2)cc1)c1cc(-c2ccncc2)nc2ccccc12 | 1.1 | 1 | -4 | -17 | 12 | x | -5 | -3 | -8
CC(C)(C)C(=O)NC(n1cnc2c(N3CCOCC3)ncnc21)C(Cl)(Cl)Cl (centres undefined) | 0.3 | 6 | 2 | -14 | -21 | -4 | 15 | -8 | -3
Nc1cc(=O)n(Cc2ccccc2)c(=O)n1-c1ccc(Cl)cc1 | -0.9 | -1 | 4 | -30 | -5 | x | -9 | 0 | 1
Cc1ccc2c(c1)N(CC(=O)N1CCCCC1c1cccnc1)C(=O)CO2 (centres undefined) | -0.6 | 0 | -2 | -14 | 11 | 5 | -8 | -12 | 1
NS(=O)(=O)c1ccc2c(c1)C1C=CCC1C(C1CC=CCC1)N2 (centres undefined) | -0.7 | 5 | 2 | -21 | -10 | 1 | -2 | -1 | -7
NC(=O)COC(=O)c1ccc2c(c1)S(=O)(=O)N=C1CCCCCN12 | 1.4 | -1 | 0 | 15 | 2 | 1 | 14 | -7 | 0
Cn1c(N/N=C/c2cccs2)nc2c1c(=O)n(Cc1ccccc1)c(=O)n2C | 2.1 | 6 | 0 | 7 | -22 | 2 | 0 | -2 | -4
CCCn1c(SCC(=O)c2cc(C)n(-c3ccc4c(c3)OCO4)c2C)n[nH]c1=O | 1.8 | 8 | 2 | -10 | 7 | -3 | -15 | -2 | 4
O=C1c2ccccc2S(=O)(=O)N1Cc1nc2ccccc2s1 | -0.7 | 4 | 2 | -4 | 0 | -5 | 1 | -6 | -2
Cc1c(C(=O)N2CCc3ccccc32)oc2ccccc12 | 1.6 | 3 | -1 | -13 | -15 | 7 | -12 | -8 | -1
O=C(Cn1c(=O)oc2cc(S(=O)(=O)N3CCc4ccccc43)ccc21)NC1CCCC1 | -1.3 | 4 | -1 | 14 | -5 | -1 | -5 | -9 | 0
CC(=O)Nc1cccc(C(=O)Nc2ccccc2N2CCOCC2)c1 | 0.5 | -2 | -2 | 8 | -2 | -3 | -20 | 0 | 1
COc1ccc(NC(=S)N2CCc3cc(OC)c(OC)cc3C2)cc1 | -1.0 | 2 | -4 | 13 | 10 | x | -7 | 1 | 0
Cc1ccc(-c2cn3nc(C)c(C)nc3n2)cc1 | 0.0 | 1 | -3 | -5 | -5 | -5 | -10 | -4 | 13
CCN1CCCC1CNC(=O)c1ccc(CS(=O)(=O)c2ccccc2C)o1 (centres undefined) | 0.3 | 5 | -3 | 15 | 23 | 3 | -25 | -5 | 1
CCOC(=O)c1c(NC(=O)C(C)NCc2ccco2)sc2c1CCC(C)C2 (centres undefined) | -0.8 | 4 | 0 | -11 | -29 | 0 | 0 | -6 | -10
COc1cc2cnc(Cl)nc2cc1OC | 2.0 | 2 | 2 | -8 | -8 | -5 | -21 | -5 | -2
CC1CCCC(NC(=O)CCCn2c(=S)[nH]c3ccccc3c2=O)C1C (centres undefined) | 1.1 | 3 | -3 | 10 | 5 | 5 | -6 | -9 | -2
CCC(=O)NC(c1ccc(N(C)C)cc1)c1c(O)ccc2ccccc12 (centres undefined) | -0.8 | 0 | -1 | 10 | -6 | -1 | -14 | 1 | 2
CC(C)NC(=S)Nc1ccc2nc3n(c(=O)c2c1)CCCCC3 | 0.9 | 3 | 0 | -4 | 14 | -1 | -9 | -4 | 1
O=[N+]([O-])c1nn(-c2ccccc2)n(O)c1=NCCc1ccccc1 | -1.5 | 6 | 1 | 10 | -7 | 2 | -20 | -6 | -2
CC(C)C1Oc2ccccc2N(CC(=O)NCCCN2C(C)CCCC2C)C1=O (centres undefined) | -0.5 | 0 | -5 | 12 | 9 | 9 | 9 | -7 | 0
Cc1nc(N2CCC(C)CC2)c2c(C)c(C(=O)Nc3ccccc3C(F)(F)F)sc2n1 | -0.2 | 0 | -4 | -22 | -21 | 5 | 13 | -11 | -8

Pulled by compound from above (two):
SMILES | S1P4 ag | BaF3 tox | Ba/F3 V617F tox | NPY2 pot ag | NPY1 pot ag | NPY-Y1 antag | S1P4 antagonist | RBBP9 inhibitor | Runt-CBFb FRET
O=[N+]([O-])c1nn(-c2ccccc2)n(O)c1=NCCc1ccccc1 | -1.5 | 6 | 1 | 10 | -7 | 2 | -20 | -6 | -2
Cc1ccc(-c2cn3nc(C)c(C)nc3n2)cc1 | 0.0 | 1 | -3 | -5 | -5 | -5 | -10 | -4 | 13

Continuation.
SMILES | S1P4 ag | BaF3 tox | Ba/F3 V617F tox | NPY2 pot ag | NPY1 pot ag | NPY-Y1 antag | S1P4 antagonist | RBBP9 inhibitor | Runt-CBFb FRET
O=C(COn1nnc2ccccc21)NCC1CCCCC1 | -0.3 | 2 | -1 | -4 | 12 | 3 | -13 | 1 | 0
Cc1c(Cl)cccc1Nc1nc(N)nc(CSC(=S)N2CCOCC2)n1 | 1.4 | 2 | 4 | 9 | -8 | -2 | -12 | -14 | 0
Nc1[nH]n(-c2ccccc2)c(=O)c1N=Nc1ccc2c(c1)OCO2 | -1.7 | 6 | 27* | 3 | 39 | x | 12 | -1 | 7
Cc1cc(NC(=O)CN2CCN(C)CC2)no1 | -1.9 | 4 | 4 | -8 | -19 | -2 | -10 | -10 | 0
C/C(=N\NC(=O)c1ccccc1)c1cc2cc([N+](=O)[O-])ccc2oc1=O | 3.8 | 6 | -5 | 13 | -6 | -2 | -17 | -3 | -1
Cc1ccc(Sc2ccc(/C=N/O)cc2[N+](=O)[O-])cc1 | 1.5 | 0 | -2 | -7 | 2 | -4 | 7 | -11 | 1
CCOc1ccccc1N(C)C(=O)c1nn(-c2ccc(OC)cc2OC)c(=O)c2ccccc12 | 0.5 | 3 | 3 | 8 | 6 | 8 | -19 | -4 | x
FC(F)(F)c1cnc(-c2cnc(-c3ccccn3)nc2)c(Cl)c1 | -1.7 | 7 | 4 | -10 | -7 | 2 | -7 | -10 | 2
CCOc1ccc(OCC)c(S(=O)(=O)N2CCOCC2)c1 | 0.7 | 4 | -3 | 6 | -5 | -2 | -15 | -6 | 0
CC1=C(C(=O)OCCNC(=O)c2cccnc2)C(c2cccc([N+](=O)[O-])c2)C(C(=O)OCCN(C)C)=C(C)N1 (centres undefined) | -0.3 | 2 | 0 | 4 | 9 | 0 | 0 | -8 | 0
Cc1ccc(NC(=S)Nc2cccc3cnccc23)c(C)c1 | 1.1 | 14 | 5 | -10 | -2 | 0 | -8 | 1 | 20
Cn1c(CNC(=O)Cc2ccc3c(c2)OCO3)nnc1SCc1ccccc1 | 2.3 | 2 | 0 | -11 | -21 | 4 | -14 | -4 | 0
Cc1ccc(CN2CCN(/N=C\C=C\c3ccccc3)CC2)cc1 | -1.4 | -1 | -5 | -2 | 8 | 9 | 9 | 8 | 2
COC(=O)c1cccnc1N1CCN(c2ccccc2F)CC1 | -2.4 | 7 | 1 | -10 | -21 | 5 | -5 | -6 | -1
O=C(O)[C@@H]1CCCN1C(=O)c1ccco1 | -0.6 | 6 | 2 | 3 | -4 | 6 | -8 | -6 | 1
Cc1onc(-c2c(F)cccc2Cl)c1C(=O)OCC(=O)NC(=O)NCC(C)C | 2.8 | 4 | 2 | 2 | 11 | 6 | -14 | -6 | -2
CNC(=O)NC(=O)C(C)OC(=O)c1oc2ccccc2c1CSc1ccc(Cl)cc1 (centres undefined) | 1.2 | 1 | -3 | -2 | 8 | 2 | -9 | -2 | -3
COc1ccc(/C=C/C(=O)N[C@@H](C)C(=O)O)cc1 | 0.7 | -1 | -4 | 7 | -15 | 5 | -20 | 6 | 0
O=C(O)CCS(=O)(=O)c1cc(Br)cc2c1N(C(=O)C1CC1)CC2 | 3.4 | 7 | 2 | 4 | -10 | -3 | 0 | 0 | -1
O=C(N/N=C/c1c(O)ccc2ccccc12)c1cccc(C(F)(F)F)c1 | -3.4 | 6 | 4 | 11 | 10 | 1 | 4 | -8 | -62
C=CCSc1nc(C)cc(/C=C\c2ccccc2)c1C#N | -2.7 | 10 | 0 | -27 | -44 | 5 | -5 | -2 | 4
O=C(Nc1ccc(N2CCOCC2)c(Cl)c1)c1ccc(Br)o1 | -1.6 | 0 | -2 | 5 | -51 | 3 | 0 | 1 | 0
O=C(CCN1C(=O)S/C(=C\c2ccccc2)C1=O)N1CCOCC1 | -1.7 | -1 | -4 | -4 | 6 | -6 | 4 | 10 | x
COc1ccccc1C1CC(c2ccc(Br)cc2)=NN1C(=O)c1cccnc1 (centres undefined) | 3.0 | 5 | -3 | 2 | 6 | -3 | -2 | -5 | -4
CC(=O)c1cc(CN2CCN(C3CCCCC3)C(CCO)C2)cs1 (centres undefined) | -1.4 | 9 | 8 | -11 | -14 | 2 | -9 | -3 | -2
COc1ccccc1C(=O)Nc1ccc(S(=O)(=O)N2CCc3ccccc32)cc1 | -0.6 | 3 | -2 | 9 | 3 | -5 | -4 | -9 | 1
CC1CN(C(=O)COC(=O)c2cc([N+](=O)[O-])ccc2Cl)CC(C)O1 (centres undefined) | -0.5 | 8 | 6 | 9 | 1 | 2 | -10 | -9 | 1
Cc1ccc2nc(-c3cccc(Br)c3)cc(C(=O)Nn3cnnc3)c2c1 | 0.0 | 2 | -1 | 16 | 11 | 0 | -21 | 3 | 1
